Screens as filed in PubChem.
ABHD4 inh – ABHD4 inhibitors, primary screen, biochemical, fluorescence polarization, mouse | 0.54% of 370,000 active | inhibition, % at 8.92 µM | purified mABHD4, FP-Rh probe fluorescence polarization | AID 720543, 2013;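 active means inhibition exceeding the mean over every tested compound plus 3 SD, cut at about 30% in these data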;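 further: 0% = plate median of compound wells and 100% = S159A mutant with DMSO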
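system = mouse ABHD4 enzyme, wild type | medium = HEPES pH 7.0, NaCl, Pluronic buffer | also added = FP-Rh probe | incubation = Enzyme–compound pre-incubation 45 min, then probe 60 min, both 25 °C | technique = fluorescence polarization, excitation 525 nm, emission 598 nm, BODIPY TMR filters | controls = S159A mutant high control, sample median low control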
TCR CD3 inh – inhibitors of human TCR-CD3 interaction, primary screen, biochemical, fluorescence, TAMRA-labeled TCR probe; inhibition, % at 9.4 µM; T-cell receptor (TCR); AID 651800, 2012; 0.37% of 360,000 active; in the data active means inhibition above about 19%;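 further: recombinant mutant TCR 2C K166C tagged with TAMRA read by polarization; 0% = receptor in buffer alone and 100% = receptor with positive control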
rCAG RNA binder – binders of r(CAG) RNA repeats, primary screen, biochemical, fluorescence | inhibition, % at 3 µM | r(CAG) RNA repeat, TO-PRO-1 dye displacement fluorescence | AID 651821, 2012 | 1.3% of 370,000 active;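 active means inhibition above the plate cutoff, the mean of all test compounds on that plate plus 3 SD, cut at about 35% in these data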;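 further: 0% = DMSO alone and 100% = 100 µM mitoxantrone as full dye displacement; higher means more dye released from RNA so lower well fluorescence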
NPR1 activator – GC-A stimulated cGMP production enhancers – HEK293 GC-A cells, cGMP TR-FRET, EC30 ANP, primary screen; Atrial natriuretic peptide receptor 1 (Homo sapiens), P16066; 0% at EC30 ANP, 100% saturating ANP; activation, % at 10 µM; 0.14% of 370,000 active; AID 1671463, 2021; in the data active means activation above about 40%
Target sequence (P16066 whole entry, looked up): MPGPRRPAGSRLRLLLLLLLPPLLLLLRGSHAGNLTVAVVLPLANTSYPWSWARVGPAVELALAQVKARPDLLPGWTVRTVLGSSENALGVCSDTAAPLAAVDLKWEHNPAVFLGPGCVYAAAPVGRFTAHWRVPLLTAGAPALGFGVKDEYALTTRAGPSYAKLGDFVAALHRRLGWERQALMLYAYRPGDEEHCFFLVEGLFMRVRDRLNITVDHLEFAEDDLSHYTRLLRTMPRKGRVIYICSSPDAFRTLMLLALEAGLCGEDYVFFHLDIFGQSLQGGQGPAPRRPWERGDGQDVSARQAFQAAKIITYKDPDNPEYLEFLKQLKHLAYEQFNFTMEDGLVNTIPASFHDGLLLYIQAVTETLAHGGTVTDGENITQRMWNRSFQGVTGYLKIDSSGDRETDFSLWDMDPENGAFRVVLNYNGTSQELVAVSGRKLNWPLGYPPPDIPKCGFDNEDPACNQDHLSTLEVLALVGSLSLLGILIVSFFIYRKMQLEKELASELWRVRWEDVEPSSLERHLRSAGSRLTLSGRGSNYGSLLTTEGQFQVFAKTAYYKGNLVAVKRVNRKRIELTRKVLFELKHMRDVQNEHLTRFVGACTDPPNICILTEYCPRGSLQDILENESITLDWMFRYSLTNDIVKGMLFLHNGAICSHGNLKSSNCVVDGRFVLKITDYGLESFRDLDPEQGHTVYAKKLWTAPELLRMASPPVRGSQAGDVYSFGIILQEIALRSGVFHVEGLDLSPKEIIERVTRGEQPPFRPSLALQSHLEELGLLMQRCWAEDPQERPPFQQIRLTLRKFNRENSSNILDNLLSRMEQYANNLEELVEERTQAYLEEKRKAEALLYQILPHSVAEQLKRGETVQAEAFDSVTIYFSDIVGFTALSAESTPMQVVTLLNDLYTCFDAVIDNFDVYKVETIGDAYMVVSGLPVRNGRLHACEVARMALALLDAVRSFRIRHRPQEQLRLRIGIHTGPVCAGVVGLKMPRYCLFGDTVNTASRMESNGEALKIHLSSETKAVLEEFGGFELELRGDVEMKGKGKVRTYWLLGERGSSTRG
PRMT1 FP inh – PRMT1 methyltransferase inhibitors, primary screen, biochemical, fluorescence polarization; Protein arginine N-methyltransferase 1 (Homo sapiens), Q99873; recombinant PRMT1, activity-based probe fluorescence polarization; inhibition, % at 2.79 µM; 1.3% of 370,000 active; AID 652257, 2013;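 active means inhibition above about 21% made by adding two undisclosed values, limit read from the data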
MBD2 inh – inhibitors of MBD2 binding to methylated DNA, primary screen, biochemical, TR-FRET, DNA-binding domain, human; Methyl-CpG-binding domain protein 2 (Homo sapiens), Q9UBB5; MBD2 binding to methylated oligonucleotide; inhibition, % at 4.4 µM; 0.31% of 370,000 active; in the data active means inhibition above about 13%
SIAE inh – human SIAE inhibitors, primary screen, biochemical, fluorescence polarization, FP-Rh probe, 1536-well HTS; SIAE FP-Rh probe binding; 0.69% of 370,000 active; inhibition, % at 9.66 µM; Sialate O-acetylesterase (Homo sapiens), Q9HAT2;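 active means inhibition above a cutoff: mean of compounds within the control limits plus 3 SD of those, cut at about 17% in these data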;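 further: 0% = plate median of compound wells and 100% = probe without SIAE protein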
UHRF1 binding – UHRF1 methylated DNA binding inhibitors, primary screen, counter-screen for MBD2 inhibitor project, biochemical, TR-FRET, human UHRF1, single concentration | E3 ubiquitin-protein ligase UHRF1 (Homo sapiens), Q96T88 | UHRF1 binding to methylated oligo | inhibition, % at 4.4 µM | 0.75% of 370,000 active | AID 687016, 2013; in the data active means inhibition above about 21%;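 further: UHRF1 SRA domain binding a hemimethylated CpG hairpin DNA probe; 0% = median of test compound wells and 100% = reference inhibitor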
HTRA1 inh – HTRA1 serine protease inhibitors, primary screen, biochemical, fluorescence polarization, HTS | Q92743 | AID 504803, 2011 | inhibition, % at 5.96 µM | recombinant HTRA1, FP-rhodamine activity-based probe | 0.5% of 340,000 active; in the data active means inhibition above about 36%;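 further: 0% = enzyme with DMSO and 100% = wells lacking enzyme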
GC-B act – human GC-B receptor activators, primary screen, HEK293 GC-B cells, cGMP TR-FRET, EC30 CNP; Atrial natriuretic peptide receptor 2 (Homo sapiens), P20594; 0% at EC30 CNP, 100% saturating CNP; activation, % at 10 µM; 0.11% of 370,000 active;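 active means activation at 10 µM reaching about 35% in either raw or pattern-adjusted values, limit read from the data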
Starred values were filed as active, the others as inactive; · = not tested or not shown. This is a subset; rates above refer to the full screens.

entry	molecule	ABHD4 inh	TCR CD3 inh	rCAG RNA binder	NPR1 activator	PRMT1 FP inh	MBD2 inh	SIAE inh	UHRF1 binding	HTRA1 inh	GC-B act
1	CCOC(=O)C1(CCCc2ccccc2)CCN(C(=O)C(C)n2cncn2)CC1 (stereo not given)	3	-2	-7	0	-1	1	1	8	-2	0
2	O=C(CSc1nc(-c2ccccc2)cs1)NC(=O)NCc1ccco1	-15	-3	3	-1	3	1	-1	-3	-22	-5
3	COCOCCn1cc(CN2CCS(=O)(=O)N(Cc3ccc(-c4ccccc4)cc3)C(C(C)C)C2=O)nn1 (stereo not given)	-4	-5	4	0	0	0	-4	-1	-16	-1
4	O=C(CSc1ncccc1-c1nc2ccccc2[nH]1)NC1CC1	6	2	5	4	-1	1	3	-2	-10	4
5	Cc1cc(O)c(NC(=O)c2cccc([N+](=O)[O-])c2)cc1C	6	3	7	2	-2	0	7	3	1	2
6	C[C@H]1Cn2cnc(C(=O)N3CCN(C(=O)OC(C)(C)C)CC3)c2C(=O)N1	-5	-1	-1	5	-2	2	0	-1	·	4
7	N#Cc1c(-n2cccc2/C=N/O)sc2c1CCCC2	2	-6	-2	-2	2	4	3	-2	-7	2
8	c1ccc(OCc2nn3c(-c4n[nH]c5c4CCC5)nnc3s2)cc1	-10	-8	12	11	3	3	-9	7	3	12
9	NC(=O)C1CCN(c2nc(-c3ccc4occc(=O)c4c3)cs2)CC1	11	0	10	0	3	-2	2	-2	3	2
10	Cc1csc(SCC(=O)Nc2ccc(S(=O)(=O)N3CCCC3)cc2)n1	-8	-1	4	-2	-2	3	-11	-1	0	1
11	CCOC(=O)c1c(N)c2cc([N+](=O)[O-])ccc2n1C	-7	2	2	11	-3	-2	7	-5	4	6
12	CCCCOC(=O)C(C)Nc1n[nH]c(=O)[nH]c1=O (stereo not given)	1	6	1	0	1	1	0	7	-1	3
13	COc1ccccc1N(C)S(=O)(=O)c1ccc(C(=O)Nc2nnc(C)s2)cc1	1	3	1	-1	0	2	-2	3	6	0
14	CCOc1ccc(C(=O)NCCCN(CC)CC)cc1	6	4	1	0	-4	3	8	-4	12	-1
15	CCCOC(=O)c1c(NC(=O)C2CCCO2)sc(C(=O)OC)c1C (stereo not given)	-4	-3	-1	4	15	2	-5	25*	-2	0
16	COC(=O)c1cc(/C=C/c2ccccc2)[nH]n1	7	-8	1	-5	-1	3	-4	-2	-11	-3
17	O=S1(=O)CCC(n2ncc3c2/C(=C/c2ccccc2)CC3)C1 (stereo not given)	2	10	-2	0	1	-7	4	3	3	-5
18	O=C(c1ccc(F)cc1)n1ccc2ccc(-c3ccc4ccn(Cc5ccccc5)c4c3)cc21	-6	·	12	7	4	1	1	0	·	10
19	CCOc1cccc(Oc2ncccc2C(=O)/C(C#N)=C/N(C)C)c1	0	6	4	0	1	0	-1	-2	0	-5
20	CCOC(=O)C1=C(CS(=O)(=O)c2ccccc2)NC(=O)NC1c1ccccc1OC (stereo not given)	-6	0	-3	-2	-3	-3	-3	-2	7	-5
21	CC(C)(C)C(=O)CN1C(=O)NC(c2ccccc2)(c2ccccc2)C1=O	-2	3	-6	-3	-1	0	-1	-4	-14	-4
22	Cn1c(=O)c2[nH]c(CNCc3ccccc3Cl)nc2n(C)c1=O	6	-5	7	1	-2	0	2	-1	4	4
23	O=C(NCc1ccc(N2CCCC2=O)cc1)c1cn(Cc2ccccc2)nn1	8	1	-6	-1	-3	-4	4	-2	3	0
24	COc1cc(C(=O)NCC(c2cccs2)N2CCc3ccccc32)cc(OC)c1OC (stereo not given)	4	0	-2	-3	-4	0	5	0	-2	2
25	C[C@@H](NC(=O)[C@@H]1Cc2ccccc2CN1C(=O)OC(C)(C)C)C(=O)NCC1CCCO1 (stereo not given in full)	-6	-6	-4	-1	-1	4	-1	5	-3	2
26	Cc1c(Cl)cccc1NC(=O)CN1CCC(NC(=O)C2CCCCC2)CC1	2	0	-1	0	0	-6	-2	0	2	4
27	CC1(C)Cc2cccc(OCC(=O)Nc3ccccc3F)c2O1	-3	10	-6	0	1	2	-3	-1	1	1
28	O=S(=O)(c1c(F)cccc1F)C1CCN(S(=O)(=O)c2ccc3c(c2)OCCO3)CC1	-6	-3	-5	2	-4	2	3	-1	-3	-3
29	Cn1c(C=O)c(C#CC(C)(C)O)c2ccccc21	11	-1	4	0	-1	0	-9	7	-8	-4
30	CCCN(CCC)c1c([N+](=O)[O-])c(=O)oc2ccccc12	-3	-1	1	-2	0	4	-4	4	0	4
31	CCOC(=O)C1(CCOc2ccccc2)CCN(Cc2ccc(O)cc2)CC1	-3	0	-3	0	-4	-3	0	-1	-3	-4
32	CCOCCCNCc1c(Cl)cccc1Cl	2	6	0	-2	-2	3	-11	0	-2	2
33	NNC(=O)CSc1nnnn1-c1ccccc1	-2	-14	0	3	11	3	2	2	1	1
34	Cc1ccc(C(=O)CNc2ccc(F)cc2)cc1	1	2	0	4	-2	-2	8	-2	2	-2
35	CCOC(=O)c1ccc(C(=O)OCC)c(NC(=S)Nc2ccc([N+](=O)[O-])cc2OC)c1	-5	-4	5	-1	-2	5	2	0	0	-4
36	Clc1cccc(NC2=NCCC2)c1	-8	-6	1	-5	2	1	2	2	2	5
37	Cc1ccc(S(=O)(=O)c2c(COC(=O)c3cccc(Cl)c3)c(-c3ccccc3)nn2C)cc1	-2	-2	2	2	-1	5	-2	2	-4	-1
38	Cc1noc(C)c1S(=O)(=O)Nc1c(C)n(C)n(-c2ccccc2)c1=O	1	-6	19	1	-1	5	8	2	4	1
39	CCOc1ccc(S(=O)(=O)NCCC(=O)NCc2ccccn2)cc1	3	1	-2	0	1	4	-2	-2	-1	2
40	CN(CC(=O)NCCc1ccccc1)Cc1ccco1	2	0	2	-2	0	7	3	1	-2	1
41	Cc1cc(C)c(N2C(=O)C3C4CC(=O)C(c5ccccc54)C3C2=O)c(C)c1 (stereo not given)	0	6	-5	-4	0	3	9	0	3	0
42	FC(F)(F)c1nc2ccccc2n2c(-c3c(Cl)cccc3Cl)nnc12	2	-1	-5	7	0	0	6	0	-23	0
43	COc1cccc2cc(C(=O)N3CCN(C/C=C/c4ccccc4)CC3)c(=O)oc12	2	3	-6	3	0	-9	2	-1	0	3
44	COc1ccccc1N(CC(O)Cn1ccnc1C)S(=O)(=O)c1ccccc1 (stereo not given)	-10	-3	-6	-1	5	6	-2	3	0	0
45	CN(C1CCCCC1)S(=O)(=O)c1ccc2c(c1)CCC(=O)N2	6	-3	4	1	0	-3	4	0	4	3
46	O=C(NCc1ccco1)c1ccccc1Br	8	7	0	1	-2	0	5	-1	1	2
47	Cc1ccc(NC(=O)Cc2ncc(C(F)(F)F)cc2Cl)cc1Cl	-8	-1	-2	4	5	4	-5	3	-4	-1
48	O=C(CCn1cccc1)Nc1ccc(F)cc1	-12	3	1	1	-2	-2	8	-2	1	0
49	CC(C)Oc1ccc(C(CC(=O)N2CCOCC2)C(C)C)cc1 (stereo not given)	5	-3	-10	-1	5	5	-4	1	2	8
50	CC(=O)N1CCc2c(sc(NC(=O)c3ccc(S(=O)(=O)N(C)CC4CCCO4)cc3)c2C(N)=O)C1 (stereo not given)	1	-3	17	0	2	2	-11	1	1	9

Sorted by value in SIAE inh (highest first): some entries from above.
no.	molecule	SIAE inh
40	CN(CC(=O)NCCc1ccccc1)Cc1ccco1	3
43	COc1cccc2cc(C(=O)N3CCN(C/C=C/c4ccccc4)CC3)c(=O)oc12	2
31	CCOC(=O)C1(CCOc2ccccc2)CCN(Cc2ccc(O)cc2)CC1	0

Other results follow.
entry	molecule	ABHD4 inh	TCR CD3 inh	rCAG RNA binder	NPR1 activator	PRMT1 FP inh	MBD2 inh	SIAE inh	UHRF1 binding	HTRA1 inh	GC-B act
51	O=C(N/N=C/c1ccccc1)c1ccc(NC(=O)c2ccc(F)cc2)cc1	-10	2	7	-2	-1	4	-15	-1	-9	0
52	COc1ccccc1C1SCCN1S(=O)(=O)c1ccccc1 (stereo not given)	-6	3	3	1	-2	-1	11	1	-2	-3
53	COCCn1c(SCC(=O)NNC(=O)c2ccc(OC)c(OC)c2)nc2ccccc2c1=O	-2	1	-2	-3	-1	3	3	4	-1	-1
54	COc1ccc(C2C=C(c3ccccc3)Nc3nnnn32)cc1 (stereo not given)	-4	1	0	21	4	-2	-2	4	-9	6
55	N#CCc1c(C#N)c(N)nc(N2CCCC(CO)C2)c1C#N (stereo not given)	4	0	2	5	23*	1	2	-2	3	8
56	O=C(COc1ccccc1)N=C1SC2CS(=O)(=O)CC2N1c1ccc(F)cc1F (stereo not given)	-6	-9	3	3	-6	5	1	6	7	0
57	COc1ccccc1C(=O)NNC(=O)c1csc(N2CCOCC2)n1	3	3	1	2	0	-2	0	2	0	0
58	O=C(OCC(=O)N1N=C(c2ccc(Cl)cc2)CC1c1ccco1)c1cccnc1 (stereo not given)	8	-4	24	-3	40*	5	-9	4	-9	-6
59	CC(C)(c1ccccc1)c1ccc(OCC(O)CNC2CCN(Cc3ccccc3)CC2)cc1 (stereo not given)	32*	2	-2	-3	-2	4	-1	0	-14	-5
60	Cc1cc(=O)oc(C)c1C(=O)Nc1ccc(Cl)cn1	-4	-2	-3	0	-5	2	8	0	4	3
61	O=C1CCCC(=O)C1CS(=O)(=O)c1ccccc1	5	-4	4	-1	44*	5	-4	5	-1	4
62	Cc1cc(=O)oc(C)c1C(=O)OCC(=O)c1ccc(Cl)cc1	-2	4	-1	10	3	-2	-2	0	-11	4
63	O=C(CN(Cc1ccc(F)cc1)C(=O)CCC(=O)Nc1ccccn1)NCCc1ccccc1	0	0	-7	-6	-7	0	21*	-1	6	-2
64	Cc1nc(Cc2nnc(SCC(=O)N3CC(=O)Nc4ccccc43)o2)cs1	2	5	1	0	-3	-1	5	1	1	0
65	COc1ccc(N(CC(=O)NCc2ccccc2OC)S(=O)(=O)c2ccccc2[N+](=O)[O-])c(OC)c1	4	-2	1	-8	3	0	-9	0	-11	-1
66	C=CCC[C@@H](Cc1ccc(F)cc1)C(=O)OC[C@@H](NC(=O)[C@H](CC=C)CC(=O)NCCO)C(C)(C)C	2	-2	-10	-4	-2	-4	-1	-5	-2	-6
67	Cc1ccccc1C(=O)NNC(=O)C1CC(=O)N(Cc2ccccc2)C1 (stereo not given)	-1	-6	0	1	1	2	-3	3	1	1
68	CCOC(=O)C(=O)Nc1ccccc1C#N	3	2	1	3	-3	-1	-3	0	5	0
69	CC(NC(=O)c1ccccc1C(=O)O)c1ccc(-n2ccnc2)cc1 (stereo not given)	-6	0	3	-1	-4	2	2	4	0	5
